OX1R FRET antag = antagonists of human orexin 1 receptor (OX1R). OX1R-expressing cells, FRET antagonist read-out. AID 485270, 2010. Orexin/Hypocretin receptor type 1 (Homo sapiens), O43613. 1.8% of 330,000 active. inhibition, % at 6.6 µM; in the data active means inhibition mostly above about 38%, no sharp cut-off; inactive means mostly below about 40%;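 further: 0% = agonist challenge alone and 100% = reference antagonist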
STK33 kinase inh = inhibitors of purified STK33 kinase, primary screen, biochemical, ADP-Glo luminescence, homogeneous, cell-free; Serine/threonine-protein kinase 33 (Homo sapiens), Q9BYT3; MBP phosphorylation; inhibition, % at 10 µM; 0.073% of 320,000 active;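 active means inhibition at or above 25%, using the most active replicate where run in duplicate; inactive means inhibition below 25%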
The depositor's hits bear a star; & = joins results of further samples. Some of the compounds tested; the hit share may differ from the screen's.

SMILES	OX1R FRET antag	STK33 kinase inh
CC[C@@H]1C(=O)OC[C@@H]1Cc1cncn1C	10.2&6.3	-1.3&-1.8
